High-throughput results as filed in PubChem.
S3 lipid droplet: qHTS Assay for Lipid Storage Modulators in Drosophila S3 Cells | Drosophila S3 cells, BODIPY lipid droplet fluorescence, 18-24 h; cells fed with added oleic acid | lipid storage change, negative = inhibition, % at the top dose, mostly 46.1 µM; hits show Potency in µM | AID 2685, 2010 | hit rate 0.64% among 320,000; active means well fitted inhibition curve with a large enough effect in the signal ratio, with a control signal flat, not every such curve was filed as active; inconclusive means small, poorly fitted or top-dose-only effect, or effect the other way, or a change in a side signal; the % refers to the signal ratio
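Drosophila S3 cells got compounds at several concentrations plus oleic acid (400 uM solution). Laser-scanning cytometry with 488 nm excitation read lipid droplets at 500-530 nm and cells at 575-640 nm. Percent activity was relative to 20 uM Triacsin C.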
S3 lipid droplet cell count max: second read-out of S3 lipid droplet, no call of its own (marks repeat the call); cell number change, %; measured here: cell count max response;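 cells counted by Cell Tracker Red CMTPX staining in the red channel; peak over a dose series mostly up to 46.1 µM; percent activity relative to internal control wells on each plate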
Starred values were filed as active, the others as inactive; i = inactive; ? = inconclusive; . = no result given; [ ] = dose if it differs, or a comment. On the % scale 0 is the no-effect control and ±100 the full control effect; potency means the concentration at half of the fitted maximal effect. A portion of the library, so the mix of outcomes need not match the whole.

Below each SMILES: S3 lipid droplet	S3 lipid droplet cell count max
> N#C/C(=C/c1cn(CC(=O)O)c2ccccc12)c1ccc(F)cc1
 : -1%	2
> CCOC(=O)[C@@H]1[C@H]2COc3cc(OC)ccc3[C@@H]2N2C(=O)N(c3cccc(Cl)c3)C(=O)[C@@]12C
 : ?	.
> COc1cc(/C=N/NC(=O)c2cn(-c3cccc(C)n3)cn2)ccc1O
 : 2%	-12
> Cc1nn(-c2ccccc2)c(C)c1C(=O)OCC(=O)Nc1ccc2c(c1)OCO2
 : 17%	0
> Cn1c(SCC(=O)c2ccc(O)c(O)c2)nnc1-c1ccccc1
 : 0%	13
> COc1cc2c(cc1OC)-c1nnc(C)n1C(C)(C)C2
 : 2%	8
> N/C(=N\OC(=O)CN1C(=O)c2ccccc2C1=O)c1ccc(Cl)cc1
 : -3%	-6
> CCOc1ccccc1C(=O)Nc1nncs1
 : i	11
> CN1CCN(C(=O)c2cc(C(C)(C)C)cc(C(C)(C)C)c2)CC1
 : ?	.
> COc1ccc(N2CCN(C(=O)c3cc(=O)c4cc(C)ccc4o3)CC2)cc1
 : ?	.
> CCOC(=O)C1CCN(c2c(C(=O)c3ccccc3)cnc3ccc(CC)cc23)CC1
 : ?	.
> O=c1c2c3c(sc2nc2n1CCCC2)CCCC3
 : 1%	-4
> C=CCc1ccc(O)c(-c2ccc(O)c(CC=C)c2)c1
 : ?	.
> COc1ccc(S(=O)(=O)NCC(c2ccc(C)cc2)N2CCN(C)CC2)cc1OC (stereo not drawn)
 : i	.
> COc1cccc(CN(C)C(=O)Cc2c[nH]c3ccccc23)c1OC
 : ?	.
> CCc1ccc(CNC(=O)CCc2nnc(Cc3cccc(C(F)(F)F)c3)o2)nc1
 : 6%	13
> COc1ccc(CN(C)C(=O)c2ccc(NC(=O)CC3SC(N4CCCC4)=NC3=O)cc2)c(OC)c1 (stereo not drawn)
 : ?	.
> CC(=O)NC(CC(=O)Nc1ccc(S(=O)(=O)N2CCCCC2)cc1)c1ccccc1 (stereo not drawn)
 : ?	.
> O=C(COc1cccc2cccnc12)N/N=C/c1ccc(O)cc1
 : 2%	16
> N#Cc1sc2nc(-c3ccccc3)cc(-c3ccco3)c2c1N
 : ?	.
> CCCCC(=O)N/N=C/c1ccc(-c2ccc([N+](=O)[O-])cc2)o1
 : 16%	5
> CCC1C(C#N)=C(SCC(N)=O)NC2=C1C(=O)CC(C)(C)C2 (stereo not drawn)
 : -8%	5
> Fc1ccc(-c2ccc(NCCN3CCOCC3)nn2)cc1
 : 14%	-6
> O=S(=O)(NCC1COc2ccccc2O1)c1ccc2ccccc2c1 (stereo not drawn)
 : ?	.
> CC1CC(C)CN(S(=O)(=O)c2cc(C(=O)O)c(Cl)s2)C1 (stereo not drawn)
 : ?	.
> COc1ccc(OC)c(Cc2nnc(CCC(=O)N3CCN(C4CCCC4)CC3)o2)c1
 : -25%	-11
> CS(=O)(=O)Nc1ccc(C2=NN(C(=O)c3ccco3)C(c3ccccc3F)C2)cc1 (stereo not drawn)
 : -1%	2
> COC(=O)c1c(NC(=O)COC(=O)[C@@H](NS(=O)(=O)c2cccc(Cl)c2)C(C)C)sc2c1CCC2
 : ?	.
> O=C(COc1ccc(Cl)cc1)Nc1cc(NC(=O)COc2ccc(Cl)cc2)cc(C(=O)O)c1
 : ?	.
> COc1cc(/C=C2\SC(=Nc3ccc(O)cc3)NC2=O)cc(OC)c1O
 : ?	.
> CN(C)C(=O)c1cc(C(=O)c2ccccc2Br)c[nH]1
 : 7%	11
> CCCSc1nnc(NC(=O)CCc2ccccc2)s1
 : ?	.
> CCOC(=O)C1(Cc2cccc(Cl)c2)CCCN(C(=O)CCNC(C)=O)C1 (stereo not drawn)
 : ?	.
> O=C(NCc1ccccn1)c1cccc(NS(=O)(=O)c2cccc(Cl)c2)c1
 : ?	.
> O=C(CSc1cccc[n+]1[O-])c1cc2ccccc2o1
 : ?	.
> COc1ccc(S(=O)(=O)N2CCOCC2)cc1NC(=O)CN(C)Cc1c(F)cccc1Cl
 : ?	.
> CCOc1ccccc1NC(=O)N1CCC(NC(=O)c2cccc(C)c2)CC1
 : ?	.
> Cc1cccc(N2CCN(C(=O)CNC(=O)c3cccc([N+](=O)[O-])c3)CC2)c1C
 : ?	.
> O=C(Nc1nnc(SCC(=O)N2CCCC2)s1)C1CC(=O)N(c2ccc(F)cc2)C1 (stereo not drawn)
 : 25%	-20
> CN1CCN(CC(=O)N2c3ccccc3C(C)(c3ccccc3)CC2(C)C)CC1 (stereo not drawn)
 : ?	.
> CCC(c1nnc(SCC(=O)Nc2ccc(C(C)=O)cc2)n1C1CCCCC1)N(C)C (stereo not drawn)
 : ?	.
> CCNCCOC(c1ccccc1)c1ccccc1
 : -2%	4
> CCOc1ccc(CCNC(=O)CCc2c(C)nc3ncnn3c2C)cc1OCC
 : i	-1
> COc1ccccc1-c1nnc(NC(=O)c2ccc(S(=O)(=O)N3CCCC3)cc2)o1
 : i	7
> O=C(Cc1cccs1)Nc1ccc(NC(=O)c2ccco2)cc1
 : ?	.
> NNC(=O)c1sccc1OCc1ccc(Cl)cc1
 : ?	.
> CCC1=C2CC[C@H]3C(=O)N(CC)C(=O)[C@H]3[C@H]2[C@@]2(Cc3ccccc3)C(=NCCOC)OC(=O)N2C1=O
 : 1%	5
> CCOC(=O)C1=C(N)Oc2ccc3ccccc3c2C1c1cccnc1 (stereo not drawn)
 : 0%	-7
> COc1cccc(CNc2ncnc3cc(Cl)ccc23)c1
 : ?	.
> Cc1ccc(S(C)(=O)=NC(=O)NC(=O)c2c(Cl)cccc2Cl)cc1 (stereo not drawn)
 : 2%	.

(listing goes on)
Below each SMILES: S3 lipid droplet	S3 lipid droplet cell count max
> CCCCN(CC)C(=O)Cn1c(=O)sc2ccccc21
 : i	27
> O=C(C1CCN(S(=O)(=O)c2ccccc2)CC1)N1CCCCCC1
 : ?	.
> COc1ccccc1-n1c(C)nnc1SCC(=O)Nc1cc(C)cc(C)c1
 : ?	.
> Cc1cccc(OCC(=O)N/N=C\C=C\c2ccc3c(c2)OCO3)c1C
 : ?	.
> CCOC(=O)Cn1cnc([N+](=O)[O-])n1
 : ?	.
> COc1ccc(-c2c(C#Cc3ccsc3)c3cc(-c4ccc(OC)nc4)ccc3n2C)cc1
 : ?	.
> Cn1c(=O)c2[nH]c(N3CCN(c4ccccc4)CC3)nc2n(C)c1=O
 : 2%	-1
> Cc1cccc(N(C)C(=O)CN2C(=O)COc3ccc(S(=O)(=O)N4CCCCCC4)cc32)c1
 : ?	.
> COC(=O)c1ccccc1NC(=O)NC1CCC(C)CC1 (stereo not drawn)
 : ?	.
> COCCNC(=O)C(c1ccco1)N(C(=O)Cn1nnc2ccccc21)c1ccc(C)cc1C (stereo not drawn)
 : ?	.
> CC(NCC(O)COCCC12CC3CC(CC(C3)C1)C2)c1ccccc1 (stereo not drawn)
 : ?	.
> CC1CCCCN1C(=O)COC(=O)CNC(=O)c1sc2ccccc2c1Cl (stereo not drawn)
 : ?	.
> O=C(Nc1ccc(Cl)cc1F)C1CCN(S(=O)(=O)c2cccc3nonc23)CC1
 : ?	.
> COc1ccc(/C=C2\SC(N)=NC2=O)cc1Cl
 : 10%	4
> O=C(COC(=O)c1cccc(C(F)(F)F)c1)NCc1ccccc1
 : -4%	-5
> COc1ccc(Br)cc1/C=C1\Oc2ccccc2NC1=O
 : i	.
> CCOC(=O)c1c(-c2ccc(F)cc2)csc1NC(=O)CCN1CCOCC1
 : -13%	-3
> Nc1nnc(C2CCCC2)s1
 : ?	.
> COc1ccc(C(CNS(=O)(=O)c2ccc(F)cc2)N2CCN(C)CC2)cc1 (stereo not drawn)
 : i[0.0737 µM]	4
> Cc1ccc(NCC(=O)Nc2ccc(Br)cc2)cc1C
 : ?	.
> CN(CC(=O)Nc1cccc(C(F)(F)F)c1)Cc1ccccc1
 : -24%	19
> CCn1c(NCc2ccco2)nc2ccccc21
 : 6%	4
> CC(C)NC(=O)c1ccc(C(C)C)cc1
 : ?	.
> COc1ccc(NC(=O)CSc2ccc(-c3cccnc3)nn2)cc1
 : ?	.
> CC(C)(C)C(=O)/C(=C\c1cccc([N+](=O)[O-])c1)n1cncn1
 : ?	.
> O=C(CCS(=O)(=O)c1ccccc1)Nc1ccccc1-c1nc2ccccc2s1
 : 6%	-4
> CC(=O)Nc1ccc(C(=O)NCC2CCCCC2)cc1
 : 9%	5
> Cc1noc(C)c1COC(=O)c1ccccc1Oc1ccccc1
 : ?	.
> Cc1nn(C)c(C)c1/C=C/C(=O)c1ccc(Cl)cc1Cl
 : ?	.
> CCCn1c(CN(Cc2ccccc2)Cc2ccccc2)nc2c1c(=O)n(C)c(=O)n2C
 : 18%	5
> CCOC(=O)c1[nH]c(C)c(C(=O)Nc2cc(Cl)ccc2C)c1C
 : ?	.
> COc1ccc(OC)c(Nc2nc(=O)c3cccnc3s2)c1
 : ?	.
> O=C(Nc1ccc(S(=O)(=O)Nc2nccs2)cc1)c1cc(-c2ccccc2Cl)nc2ccccc12
 : ?	.
> N#C/C(=C\c1ccco1)C(=O)NCC1CCCO1 (stereo not drawn)
 : 5%	-2
> C/C(=N\NC(=O)c1cccc(Cl)c1)c1cccc(NC(=O)C(C)C)c1
 : 5%	-7
> CCOC(=O)c1c(C)oc2c(CN3CCN(C)CC3)c(Br)c(OC)c(O)c12
 : 7%	-14
> CCOc1ccc(S(=O)(=O)NCCC(=O)NCC(c2ccc(OC)cc2)N2CCCCC2)cc1 (stereo not drawn)
 : ?	.
> CCN1C(=O)C(=Cc2cccc(OC)c2Oc2ccc([N+](=O)[O-])cc2[N+](=O)[O-])SC1=S
 : ?	.
> CC(C)n1c(CCCO)nc2ccccc21
 : ?	.
> Cc1ccccc1C(=O)NC(=S)N(C)CCc1ccccn1
 : ?	.

Three successive compounds from above:
Below each SMILES: S3 lipid droplet	S3 lipid droplet cell count max
> CCN1C(=O)C(=Cc2cccc(OC)c2Oc2ccc([N+](=O)[O-])cc2[N+](=O)[O-])SC1=S
 : ?	.
> CC(C)n1c(CCCO)nc2ccccc21
 : ?	.
> Cc1ccccc1C(=O)NC(=S)N(C)CCc1ccccn1
 : ?	.

By substructure: the compounds so far containing an aryl thioether with sulfur outside any ring.
Below each SMILES: S3 lipid droplet	S3 lipid droplet cell count max
> Cn1c(SCC(=O)c2ccc(O)c(O)c2)nnc1-c1ccccc1
 : 0%	13
> CCCSc1nnc(NC(=O)CCc2ccccc2)s1
 : ?	.
> O=C(CSc1cccc[n+]1[O-])c1cc2ccccc2o1
 : ?	.
> O=C(Nc1nnc(SCC(=O)N2CCCC2)s1)C1CC(=O)N(c2ccc(F)cc2)C1 (stereo not drawn)
 : 25%	-20
> CCC(c1nnc(SCC(=O)Nc2ccc(C(C)=O)cc2)n1C1CCCCC1)N(C)C (stereo not drawn)
 : ?	.
> COc1ccccc1-n1c(C)nnc1SCC(=O)Nc1cc(C)cc(C)c1
 : ?	.
> COc1ccc(NC(=O)CSc2ccc(-c3cccnc3)nn2)cc1
 : ?	.

(next part)
Below each SMILES: S3 lipid droplet	S3 lipid droplet cell count max
> O=c1cc(CSc2ccc(Cl)cc2)nc(N2CCOCC2)[nH]1
 : 23%	16
> O=C(N/N=C/c1ccc(Cl)cc1)c1ccc2c(c1)OCO2
 : -7%	-9
> CC(C)CN(C(=O)CSc1nnc2ccccn12)C1CCS(=O)(=O)C1 (stereo not drawn)
 : 10%	.
> COC(=O)Cc1ccc(NC(=S)Nc2ccccn2)cc1
 : -6%	7
> Cc1ccc(C(C)C)c(OCC(=O)NNC(=O)Cn2[nH]c(=O)c3ccccc3c2=O)c1
 : ?	.
> O=C(N/N=C1\CCS(=O)(=O)c2ccc(F)cc21)c1ccc(O)cc1
 : 22%	10
> COc1ccc(C(=O)/C=C/Nc2ccccn2)c(OC)c1
 : 2%	-6
> COc1ccc(NC(=O)C#Cc2ccccc2)cc1
 : 0.92µM*	-23*
> Cc1ccc(N2C(=O)C3Sc4[nH]c(=O)sc4C(c4ccccc4)C3C2=O)cc1 (stereo not drawn)
 : 10%	.
> CCOc1cc2c3c(c1)C1(Nc4ccccc4S1)C(=O)N3C(C)(C)CC2C (stereo not drawn)
 : ?	.
> Fc1cnc(Cl)nc1NC1CCCCC1
 : 13%	-15
> CCOc1cc(/C=C2\C(=N)N3N=C(C)SC3=NC2=O)ccc1OCCOc1cccc(OC)c1
 : ?	.
> O=C(CSc1nnc(-c2ccc(Br)cc2)n1C1CCCCC1)N1CCCC1
 : 6%	-3
> Nc1cc(=O)[nH]c(SCC(=O)Nc2ccc3c(c2)CCC3)n1
 : ?	.
> COc1cc2oc(-c3ccc(O)cc3)cc(=O)c2c(O)c1OC
 : -1%	-9
> CC(C)C[C@@H](C(=O)NCc1ccco1)N1C(=O)N2CCc3c([nH]c4ccccc34)[C@@]2(C)C1=O
 : ?	.
> COc1cccc(CNS(=O)(=O)c2csc(C(N)=O)c2)c1
 : i	-10
> O=S(=O)(Cc1ccccc1)c1nc2ccccc2n1Cc1ccccn1
 : 1%	3
> O=C(Nc1ccc2oc(-c3ccccc3F)nc2c1)c1ccc2c(c1)OCCO2
 : -16%	-10
> CCN(CC)S(=O)(=O)c1cccc(NC(=O)COc2ccc(F)cc2Br)c1
 : 1%	-16
> O=C(O)c1ccc(CNCc2cccc(Cl)c2)cc1
 : 2%	2
> CCOC(=O)c1ccc(NC(=O)NC2CC3CCC(C2)N3)cc1 (stereo not drawn)
 : -9%	-6
> CC(C)c1ccc(OCc2ccc(C(=O)N3CCN(c4ccccn4)CC3)cc2)cc1
 : ?	.
> CCOC(=O)c1cnc(SCC(=O)N2CCN(C(=O)c3ccco3)CC2)nc1N
 : -7%	-6
> O=C(Nc1cc(C(F)(F)F)ccc1N1CCCCC1)c1ccc(Br)o1
 : i	3
